Bioassay records deposited in PubChem by National Center for Advancing Translational Sciences (NCATS).
a7 integrin act – activators of alpha7 integrin expression for muscular dystrophy. alpha7betagal myoblasts, beta-gal FDG fluorescence, 48 h. Potency, µM (highest dose often 38.3 µM), for the others: at the highest dose activation, usual class: activators. 0.064% of 350,000 active;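 also: potency is read from the fitted curve at half-maximal effect; 100% = response of the positive control SU9516; nearly all actives have a fitted effect of over 60% in size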
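Alpha7betagal+/- myoblasts (passage 13) were plated 16-24 hr, then exposed to compounds (1:260 dilution of DMSO stock) for 48 hours at 37C. After MPER lysis, β-galactosidase reporter activity was read as FDG fluorescence (ex 480/em 540) after 30 minutes.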
AT treatment – potential ataxia-telangiectasia treatment. 0.19% of 320,000 active. Potency, µM (doses to about 57.5 µM), for inactives: top-dose activation, usual class: activators. […] A-T fibroblasts, KAP-1 phosphorylation AlphaLISA; neocarzinostatin DNA damage 30 min before lysis; also: potency is read from the fitted curve at half-maximal effect; % of control where 0% means no effect; nearly all actives have a fitted effect of over 45% in size
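ATM-like activity read as KAP-1 phosphorylation via AlphaLISA donor/acceptor antibody pairs after lysis and 6 hr at 25C. Cells were ATM-null patient fibroblasts ([…], hTERT), dosed 60 min, then exposed to the DSB inducer NCS for 30 min.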
Eya2 phos inh – blocks the phosphatase activity of human Eya2. O00167. recombinant Eya2, OMFP fluorescence dephosphorylation (OMFP is methylfluorescein phosphate). Potency, µM (doses to about 76.9 µM), inactives show at the highest dose activity, negative = inhibition, actives largely listed as inhibitors. 0.006% of 330,000 active. AID 488837; also: potency is read from the fitted curve at half-maximal effect; % is scaled to controls: 0 for no effect and ±100 for the full control effect
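Eya2 protein (added as 0.2 uM solution) was preincubated with compound for 10 min at ambient temperature in 50 mM HEPES pH 7.5, 50 mM NaCl, 5 uM MgCl2, 0.05% BSA, 1 mM DTT. OMFP (added at 50 uM) then reacted 10 min; fluorescence read at 485/525 nm.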
Mito fusion yeast – mitochondrial division inhibition or fusion activation | S. cerevisiae fusion-defective mutant growth rescue, CellTiterGlo 48 h | Potency, µM (titrated, usually from 46.1 µM), for inactives: top-dose growth rescue (activation), usual class: activators | 0.23% of 320,000 active | AID 485298;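 also: potency is read from the fitted curve at half-maximal effect; % of control where 0% means no effect; nearly all actives have a fitted effect of over 45% in size; temperature-sensitive fusion mutants such as fzo1-1 at 37 °C on non-fermentable ethanol glycerol medium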
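Growth-rescue viability read-out: after 48 h at the non-permissive 37C in glycerol/ethanol YPEG, yeast mitochondrial fusion mutants are measured by CellTiterGlo luminescence; compounds (23 nl pinned per well) restoring growth score as division inhibitors or fusion activators.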
ELG1 repair inh – ELG1-dependent DNA repair inhibition; HEK293T ELG1-luciferase reporter, luminescence, 16 h; DNA damage induced by 5-fluorouridine; Potency, µM (series often up to 46.1 µM), for the others: top-dose activity change, negative = inhibition, hits mostly inhibitors; 2.3% of 330,000 active; also: potency is read from the fitted curve at half-maximal effect; % is scaled to controls: 0 for no effect and ±100 for the full control effect; nearly all actives have a fitted effect of over 55% in size
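Overnight (16 hr) co-exposure of 2,000 cells/well to 5-fluorouridine and compound at 37 °C preceded detection. Luciferase was quantified via ONE-Glo luminescence; loss of signal denotes inhibition.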
TCR activator – T cell receptor activation. 330,000 tested, under 10 active. primary human leukocytes, anti-CD3, IL-2 HTRF, 48 h. Potency, µM (titrated, usually from 9.22 µM), for inactives: at the highest dose activation of IL-2 secretion, hits mostly activators. AID 504894; also: % of control where 0% means no effect
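Primary human leukocytes incubated 48 hr with anti-CD3 beads plus compound, without co-stimulation. Secreted IL-2 measured by HTRF (europium cryptate/d2 anti-IL-2 pair, 320 nm excitation, 665 nm emission).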
Tb PFK inh – inhibitors of T. brucei phosphofructokinase; O15648; T. brucei PFK, ADP-Glo luminescence; Potency, µM (series often up to 57.5 µM), for inactives: at the top dose activity, negative = inhibition, hits mostly inhibitors; 0.17% of 330,000 active; AID 485367;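 also: potency is read from the fitted curve at half-maximal effect; 0% = uninhibited 1x PFK enzyme wells and -100% = no-enzyme wells; nearly all actives have a fitted effect of over 60% in size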
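PFK 1.25 nM, F6P 0.5 mM, ATP 0.1 mM, 0.1 M TEA pH 8.0, 5 mM MgCl2, 0.01% Tween20, 0.1% BSA; 45 min RT. ADP-Glo readout. qHTS titration up to 57 uM; curves fitted, compounds curve-classed.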
TSG101-PTAP inh – blocks PTAP/TSG101 interaction to inhibit HIV-1 budding. 340,000 tested, under 10 active. Fluorescence polarization, FITC-PTAP peptide / Tsg101 binding. Potency, µM (top dose mostly 115 µM), inactives show top-dose activity change, negative = inhibition, actives largely listed as inhibitors. Q99816. AID 493005; active = well fitted inhibition curve with a large enough effect in the main read-out, with a control signal flat, not every such curve was filed as active; inconclusive = small, poorly fitted or top-dose-only effect, or effect the other way, or a change in a side signal; inactive = no such curve, though single readings can be large or run the other way; also: potency is read from the fitted curve at half-maximal effect; % of control where 0% means no effect
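Compounds were pin-transferred onto Tsg101 binding domain (10 uM final) in HEPES pH 7.5 buffer, then FITC-PTAP peptide was added at 50 nM final. After 20 min at RT, polarization reported peptide displacement across a qHTS concentration series.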
Chronic BCR inh – inhibitors of chronic active B-cell receptor signaling. ABC-DLBCL IkBa-CBG/CBR reporter, luminescence ratio, 4 h. Potency, µM (titrated, usually from 46.1 µM), for inactives: top-dose ratio change, negative = lower green/red ratio, hits mostly inhibitors. 0.05% of 340,000 active. AID 493014; active = well fitted inhibition curve with a large enough effect in the signal ratio, with a control signal flat, not every such curve was filed as active; inconclusive = small, poorly fitted or top-dose-only effect, or effect the other way, or a change in a side signal; the % refers to the signal ratio;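 also: potency is read from the fitted curve at half-maximal effect; plate controls were basal doxycycline-induced cells for no effect and cells given 10 µM MG132 for full effect; MG132 reads +100%, hits lower the ratio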
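Compounds up to 46 uM were incubated four hours with TMD8 cells whose green CBG68 luciferase is fused to IkappaBalpha; red CBR luminescence normalised the signal, and concentration-effect curves were fitted to fusion, red and ratio data.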
ASM inhibitor – inhibitors of human secretory acid sphingomyelinase; Potency, µM (series often up to 57.5 µM), for the others: top-dose activity change, negative = inhibition, actives largely listed as inhibitors; placental ASM, HMU-PC fluorogenic substrate, 60 min; AID 504937; 0.006% of 340,000 active; also: potency is read from the fitted curve at half-maximal effect
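Human placenta-derived ASM preincubated with compound 10 min at room temperature, then reacted with 9 uM (final) fluorogenic HMU-PC substrate for 60 min at 37 C. Stop solution raises pH to 10; fluorescence read at Ex 386/Em 447 nm.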
TSHR antag – antagonists of human thyroid stimulating hormone receptor; AID 504810; P16473; 0.2% of 330,000 active; activity change, negative = inhibition, % at 11.5 µM; TSHR-expressing cells, TSH-stimulated cAMP HTRF, 2 h; active compounds read low;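 active = activity change below a set negative limit, meaning inhibition stronger than a set level, cut at about -70% in these data; inconclusive = activity change between two set negative limits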; also: % is scaled to controls: 0 for no effect and ±100 for the full control effect
Target sequence (P16473 whole entry, looked up): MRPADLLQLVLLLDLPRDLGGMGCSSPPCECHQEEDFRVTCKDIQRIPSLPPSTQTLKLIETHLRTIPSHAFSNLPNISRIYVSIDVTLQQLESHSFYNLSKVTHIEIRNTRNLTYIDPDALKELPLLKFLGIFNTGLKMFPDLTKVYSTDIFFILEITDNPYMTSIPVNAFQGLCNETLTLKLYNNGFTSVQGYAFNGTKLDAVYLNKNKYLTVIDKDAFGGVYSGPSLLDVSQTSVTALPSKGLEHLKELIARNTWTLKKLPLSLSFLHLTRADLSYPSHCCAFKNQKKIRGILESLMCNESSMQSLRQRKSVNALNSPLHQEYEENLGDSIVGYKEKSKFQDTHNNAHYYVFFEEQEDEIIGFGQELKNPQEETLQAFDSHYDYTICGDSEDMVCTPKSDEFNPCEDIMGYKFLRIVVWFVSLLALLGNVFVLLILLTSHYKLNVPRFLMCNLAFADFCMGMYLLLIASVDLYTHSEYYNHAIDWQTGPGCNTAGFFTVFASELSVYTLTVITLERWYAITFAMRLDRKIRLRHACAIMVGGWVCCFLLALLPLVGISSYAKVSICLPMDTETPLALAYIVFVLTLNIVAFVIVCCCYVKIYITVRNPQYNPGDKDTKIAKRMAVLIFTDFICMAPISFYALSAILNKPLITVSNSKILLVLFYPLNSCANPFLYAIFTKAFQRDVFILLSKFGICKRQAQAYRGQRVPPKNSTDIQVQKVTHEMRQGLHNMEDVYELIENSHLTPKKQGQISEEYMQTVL
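TSHR-expressing cells, 200/well, pre-treated with compound, then stimulated with EC80 TSH (4nM final) for 2 hours at 37 deg C. cAMP measured by competitive HTRF: anti-cAMP cryptate antibody in lysis buffer plus cAMP-d2, read after 30 minutes at room temperature.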
* marks the source's active call; other numbers are inactive results; ? = inconclusive; / = not tested or not shown; & = joins results of further samples; [ ] = another dose, or the depositor's remark. Unless noted, calls follow the shape of the dose curve; as a rule, active = well fitted curve in the direction sought with a large enough effect; inconclusive = small, poorly fitted or top-dose-only effect, or another doubt; inactive = no such curve, though single readings can be large; an effect the other way counts as inactive or inconclusive.

SMILES | a7 integrin act | AT treatment | Eya2 phos inh | Mito fusion yeast | ELG1 repair inh | TCR activator | Tb PFK inh | TSG101-PTAP inh | Chronic BCR inh | ASM inhibitor | TSHR antag
COc1ccc([N+](=O)[O-])cc1/C=N/Nc1nn[nH]n1 | 0% | 5% | 5% | 7% | 1% | 13% | 1% | 0% | 8% | 6% | 2
COc1ccc(-c2nnc(SCC3CCCO3)n2C)cc1 (stereo not given) | -16% | -2% | -4% | 10% | ? | / | 4% | -5% | 12% | 0% | 10
C=CCOC(=O)/C(=C/c1cccnc1)NC(=O)c1ccccc1 | 16% | -27% | -6% | 1% | 5% | 6% | 3% | -2% | ? | 2% | -2
CCOc1ccc(C2c3[nH]c4ccccc4c3C[C@H]3C(=O)N(C4CCN(Cc5ccccc5)CC4)CC(=O)N23)cc1OC (stereo not given in full) | -35% | -5% | -22% | 2% | -2% | 5% | 1% | -2% | ? | -3% | -1
O=C1c2cc(F)ccc2-n2c1nc1ccccc1c2=O | -2% | 3% | 1% | 1% | 0.18µM* | -3% | -2% | 4% | 0% | -3% | 2
CCN(CC)C(=O)CN(c1cc2c(cc1OC)oc1ccccc12)S(=O)(=O)c1ccc(C)cc1 | -31% | 2% | -11% | 12% | -11% | -2% | -2% | -6% | 4% | -4% | -1
CCOC(=O)N1CCC(N2C(=O)c3ccccc3C2Nc2ccc(Cl)cn2)CC1 (stereo not given) | 4% | 6% | -1% | -1% | -27% | 4% | 2% | -1% | ? | 1% | 3
O=C(CCNC(=O)c1ccc(Cl)cc1)NCc1cccc(C(F)(F)F)c1 | -5% | -12% | -16% | -3% | ? | 4% | -3% | -11% | 1% | -2% | 13
CS(=O)(=O)c1cccc(C(=O)N(CCc2ccccc2)Cc2cccs2)c1 | -44% | 5% | -6% | 7% | 10% | 2% | -3% | 2% | 8% | 2% | 69
CC(=O)c1ccc(NC(=O)CN2C(=O)/C(=C/C=C/c3ccccc3)SC2=S)cc1 | -16% | 2% | 8% | 21% | 1% | -10%[46.1 µM] | -4% | ? | ? | -8% | -1

Single values from the list:
CCOC(=O)N1CCC(N2C(=O)c3ccccc3C2Nc2ccc(Cl)cn2)CC1 (stereo not given) – TSHR antag: 3
O=C1c2cc(F)ccc2-n2c1nc1ccccc1c2=O – ASM inhibitor: -3%

Going on with the list.
SMILES | a7 integrin act | AT treatment | Eya2 phos inh | Mito fusion yeast | ELG1 repair inh | TCR activator | Tb PFK inh | TSG101-PTAP inh | Chronic BCR inh | ASM inhibitor | TSHR antag
CCOC(=O)c1ccccc1NC(=O)COc1coc(CN2CCc3ccccc32)cc1=O | -8% | 8% | 0% | 27% | ? | 1% | -27% | 0% | 8% | -8% | 4
Cn1nc(-c2ccccc2)c(CO)c1Oc1cccc(C(F)(F)F)c1 | 1% | 3% | 3% | -4% | ? | -2% | -4% | -4% | -2% | -2% | -3
COC(=O)Cc1ccc(Oc2ncc(C(F)(F)F)cc2Cl)cc1 | 1% | 12% | -3% | 4% | ? | -1% | -2% | -12% | 0% | 2% | -20
COCCOC(=O)c1c(C)n(C)c2ccc(OC(=O)c3c(OC)cccc3OC)cc12 | ? | -5% | -20% | 2% | ? | 8% | -25% | 0% | -2% | -5% | -1
CCn1nnnc1NC(=O)c1cc(OC)c(OC)c(OC)c1 | ? | 7% | -6% | -4% | -9% | -6% | 0% | 0% | -7% | 6% | -1
CCCOc1ccc(C(=O)CCN2CCCCC2)cc1 | -47%[inhibitor] | 17% | -3% | -11% | -1% | 7% | -7% | -1% | 1% | 1% | -6
Brc1ccc(/C=N/Nc2ccccc2)cc1 | 3% | -4% | 3% | 15% | ? | 3%[46.1 µM] | 1% | 1% | ? | -5% | 7
O=C(c1cc(F)ccc1F)C1CCCN(C(=O)c2ccco2)C1 (stereo not given) | -45%[inhibitor] | 4% | 1% | 9% | 14% | 2% | 0% | 1% | -15% | 0% | -5
Cc1cccc(N(CC(=O)N/N=C/c2ccccc2C(=O)O)S(C)(=O)=O)c1C | -19% | 5% | -24% | 1% | 2% | -1% | 1% | -1% | 3% | 9% | 12
COc1ccc(C(CC(=O)N2CCCCC2)NC(=O)C(F)(F)F)cc1 (stereo not given) | 25% | 5% | -6% | -8% | 3% | -5% | 2% | 0% | 1% | -3% | 10

Some entries already given, showing only TSG101-PTAP inh:
structure	TSG101-PTAP inh
CCn1nnnc1NC(=O)c1cc(OC)c(OC)c(OC)c1	0%
CCCOc1ccc(C(=O)CCN2CCCCC2)cc1	-1%
Brc1ccc(/C=N/Nc2ccccc2)cc1	1%
O=C(c1cc(F)ccc1F)C1CCCN(C(=O)c2ccco2)C1 (stereo not given)	1%

(further entries)
SMILES | a7 integrin act | AT treatment | Eya2 phos inh | Mito fusion yeast | ELG1 repair inh | TCR activator | Tb PFK inh | TSG101-PTAP inh | Chronic BCR inh | ASM inhibitor | TSHR antag
COc1ccc(NC(=O)C2CCC(CNS(=O)(=O)c3cccs3)CC2)cc1 (stereo not given) | 15% | -4% | 14% | 8% | ? | -11% | 4% | -10% | 13% | 6% | -3
COc1ccc(OC)c(Nc2cc(C)c3ccccc3n2)c1 | -3% | 1% | -3% | -3% | 10% | 3% | 2% | 1% | -5% | 45%[activator] | -11
CC(=O)c1cccc(NC(=O)CCn2c(=S)oc3ccccc32)c1 | 6% | / | 11% | 6% | 4% | -1% | 0% | -1% | 1% | 2% | -7
CC(=O)c1ccc(OCC(=O)NC2CCCN(Cc3ccccc3F)C2)cc1 (stereo not given) | -5% | -6% | -22% | 2% | 15% | -1% | -1% | -3% | 0% | -1% | -1
COc1ccc(C(=O)N/N=C/c2ccc3cccc(OCc4ccccc4)c3n2)cc1 | -39% | 1% | ? | -1% | 15µM* | -6% | -6% | 6% | ? | / | -10
O=C1NCCCC1C(=O)N1CCCCC1 (stereo not given) | -7% | -2% | 3% | 2% | 22% | -11% | -4% | -4% | -6% | 2% | 1
N#C/C(=C/c1ccc(N2CCOCC2)o1)C(=O)Nc1ccccc1 | ? | -1% | ? | 1% | ? | 3% | 1% | ? | ? | -11% | -12
COCc1cc(C)[nH]c(=O)c1C#N | 2% | 6% | 13% | 0% | 7% | 0% | 2% | -3% | 0% | 9% | 12
N#Cc1nc(COc2ccccc2)oc1N1CCC(Cc2ccccc2)CC1 | 21% | 0% | 1% | -1% | -14% | 6% | -1% | -1% | 0% | -2% | -16
CC(Oc1ccc2c(-c3ccccc3)cc(=O)oc2c1)C(=O)NCC1CCC(C(=O)O)CC1 (stereo not given) | -18%&3% | -13%&-2% | 13%&-15% | -2%&0% | 21%&27% | 1%&0% | 0%&2% | -7%&-3% | -15%&-11% | -3%&2% | -8&-6
CCC(C)(C)c1ccc(Oc2ccc(N)cc2)cc1 | -13% | 1% | -2% | 3% | -2% | -5% | 0% | -3% | 8% | -2% | -9
CCc1nc2ccc(C(=O)N(C)CC(=O)Nc3ccc(Cl)c(C(F)(F)F)c3)cc2nc1CC | -22% | -1% | -18% | -2% | ? | / | -8% | -1% | 3% | ? | -3
O=C(N1CCOCC1)N1CCN(c2ccc(F)cc2)CC1 | 4% | 12% | -4% | 0% | -1% | 5% | -4% | -8% | -7% | 5% | 11
